Screening results: PubChem BioAssay, The Scripps Research Institute Molecular Screening Center
OXTR potentiate = potentiators of human oxytocin receptor. activation, % at 3 µM. P30559. 320,000 tested, 0.061% active. CHO-OTR cells, Fluo-8 calcium fluorescence, potentiator mode; 0% = oxytocin EC15, 100% = EC100;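 active = activation above that plate's cutoff, the mean activation of tested compounds plus 3 SD, cut at about 6.6% in these data, passing the limit was not always enough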;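 note: 100% uses oxytocin at 75 nM as the full agonist control; some results filed as inactive read as strong as hits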
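Assay system: CHO-OTR cells, human receptor / Also added: oxytocin at about EC15, sub-maximal agonist stimulus / Dosing: single dose, 3.0 µM nominal final compound concentration / Incubation: 6 min pre-incubation, 100 s read / Technique: Fluo-8 calcium dye fluorescence / Read-out: % activation vs EC15 and EC100 oxytocin / Benchmarks: EC15 oxytocin low, 75 nM oxytocin high / Replicates: singlicate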
CHRM1 antagonist = antagonists of human M1 muscarinic receptor; 360,000 tested, 1.3% active; CHO-K1 hM1, Fluo-8 calcium fluorescence, ACh EC80 antagonist; inhibition, % at 3 µM;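 active = percent inhibition above its own plate's cutoff, namely the mean of that plate's compound wells plus 3 SD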;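 note: peak over basal fluorescence ratio during 140 s after agonist addition; 0% = ACh EC80 plus DMSO and 100% = DMSO alone without agonist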
Target sequence (P11229 whole entry, looked up): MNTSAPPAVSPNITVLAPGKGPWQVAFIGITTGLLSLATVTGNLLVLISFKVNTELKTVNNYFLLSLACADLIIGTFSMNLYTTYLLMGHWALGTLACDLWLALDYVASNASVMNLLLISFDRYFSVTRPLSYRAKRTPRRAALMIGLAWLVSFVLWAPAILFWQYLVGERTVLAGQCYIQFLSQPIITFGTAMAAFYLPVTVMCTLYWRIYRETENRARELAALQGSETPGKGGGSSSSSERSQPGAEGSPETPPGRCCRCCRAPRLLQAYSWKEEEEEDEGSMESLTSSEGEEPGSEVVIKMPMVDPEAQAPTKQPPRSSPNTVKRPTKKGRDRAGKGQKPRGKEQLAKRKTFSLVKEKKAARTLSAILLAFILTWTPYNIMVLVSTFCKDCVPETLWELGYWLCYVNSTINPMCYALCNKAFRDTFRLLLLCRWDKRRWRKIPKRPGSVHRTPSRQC
V1R ag counter = V1a receptor agonism, counter-screen for OXTR agonists | CHO-V1R cells, Fluo-8 calcium fluorescence, agonist mode; 0% DMSO, 100% 3 nM vasopressin | AID 2797 | 320,000 tested, 0.25% active | activation, % at 3 µM | P37288;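 active = activation above the mean activation of all tested compounds plus 3 SD, per screening run, cut at about 20% in these data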;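 note: signal is peak over basal fluorescence ratio across a 100 second FLIPR read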
OXTR agonist = human OXTR agonism; activation, % at 3 µM; 320,000 tested, 0.32% active; CHO-OTR cells, Fluo-8 calcium fluorescence; normalized: DMSO 0%, oxytocin 100%; AID 2435;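 active = activation above the mean of all tested compounds plus 3 SD, cutoff set per screening run, cut at about 20% in these data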;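 note: peak over basal fluorescence ratio from a 100 s FLIPR kinetic read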
CHO parental Ca = counter-screen for OX1R antagonists: effect in parental CHO cells | parental CHO-K1, ATP-induced calcium, Fluo-8 fluorescence | inhibition, % at 5.6 µM | 330,000 tested, 0.63% active | AID 463079;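 active = inhibition above that plate's mean sample inhibition plus 3 SD, cut at about 26% in these data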;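 note: 0% = ATP-challenged DMSO wells and 100% = DMSO wells without ATP; some compounds past the cut are filed as inactive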
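Assay system – parental CHO cells · Reagent – ATP stimulus · Detection – intracellular calcium via Fluo-8 no-wash fluorescent dye · Evaluation – percent inhibition of ATP-evoked calcium rise, normalized to controls · Controls – ATP wells versus no-ATP DMSO wells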
TAAR1 antagonist = human TAAR1 antagonism; Q96RJ0; CHO RD-HGA16 TAAR1, Fluo-8 calcium fluorescence, antagonist; inhibition, % at 3 µM; 360,000 tested, 1.5% active; AID 624466;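 active = inhibition above a per-plate cutoff, the mean inhibition of test compounds on that plate plus 3 SD, cut at about 49% in these data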;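 note: 0% = DMSO plus EC80 beta-PEA response and 100% = DMSO alone without agonist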
Target sequence (Q96RJ0 whole entry, looked up): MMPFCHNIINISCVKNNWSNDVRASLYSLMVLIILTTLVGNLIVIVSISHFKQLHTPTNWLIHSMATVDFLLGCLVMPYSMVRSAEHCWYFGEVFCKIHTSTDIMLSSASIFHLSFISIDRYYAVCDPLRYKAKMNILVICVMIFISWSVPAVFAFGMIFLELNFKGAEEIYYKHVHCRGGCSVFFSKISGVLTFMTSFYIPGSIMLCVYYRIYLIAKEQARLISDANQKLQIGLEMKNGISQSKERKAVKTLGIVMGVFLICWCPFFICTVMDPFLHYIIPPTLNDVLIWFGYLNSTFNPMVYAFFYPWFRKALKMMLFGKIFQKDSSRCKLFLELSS
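test system = CHO RD-HGA16 cells bearing hTAAR1 | replication = singlicate | controls = DMSO-only wells and EC80 β-PEA-stimulated wells | reagent = EC80 β-phenethylamine stimulus | read-out basis = percent inhibition of PEA-evoked calcium signal, max/basal emission ratio | schedule = seeding 17-24 h prior, 75-min 37 °C, 30-min RT dye loading | signal = kinetic Fluo-8 calcium fluorescence measurement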
CHRM1 PAM = positive allosteric modulators of human M1 muscarinic receptor. 360,000 tested, 0.088% active. P11229. CHO-K1 hM1, Fluo-8 calcium fluorescence, ACh EC20; 0% = ACh EC20, 100% = maximal ACh. activation, % at 3 µM; in the data active = activation above about 19%, passing the limit was not always enough
TAAR1 ag = human TAAR1 agonism. CHO RD-HGA16 TAAR1, Fluo-8 calcium fluorescence; vehicle wells 0%, saturating PEA agonist 100%. Q96RJ0. 360,000 tested, 0.99% active. activation, % at 3 µM;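 active = activation above the mean activation of all test compounds in the run plus 3 SD, cut at about 38% in these data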
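System: CHO-derived RD-HGA16 cells with stable Gα16 and human TAAR1 / Times: 17-24 h plating, Fluo-8 75 min 37 °C, 30 min RT / Technique: calcium-sensitive Fluo-8 signal, excitation 470-495, emission 515-575 nm / Measure: % activation relative to PEA EC100 response / Benchmarks: DMSO and PEA EC100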
M1 ag = activates human CHRM1 receptor; 360,000 tested, 0.33% active; activation, % at 3 µM; CHO-K1 hM1, Fluo-8 calcium fluorescence, agonist mode; 0% DMSO, 100% acetylcholine EC100; P11229;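 active = activation above the run's mean compound activation plus 3 SD, cut at about 16% in these data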;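 note: peak over basal fluorescence ratio within a 140 s kinetic read after compound addition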
* marks the source's active call; other numbers are inactive results; . = not tested or not shown.

SMILES	OXTR potentiate	CHRM1 antagonist	V1R ag counter	OXTR agonist	CHO parental Ca	TAAR1 antagonist	CHRM1 PAM	TAAR1 ag	M1 ag
CCSc1ncccc1C(=O)N[C@@H](CCSC)C(=O)OC	0.8	-20.2	0.1	0.2	-16.1	-0.5	7.7	0.7	-0.5
CCN1/C(=C2\C(=O)N(C)C(=S)N2C)C=Cc2cc(C)ccc21	0.9	-1.9	-0.5	-1.3	4.5	-12.1	3.4	-0.3	-8.4
Cc1nn(C)c(C)c1S(=O)(=O)NC1CCCc2ccccc21 (stereo not drawn)	-6.2	-10.7	0.8	0.6	-8.6	8.9	8.2	2.9	-2.7
O=C(OCC#CCSc1nnc(-c2ccccc2)o1)c1cccs1	-6.8	6.5	-1.3	-1.0	-3.9	-9.5	-5.3	7.7	-7.6
COc1ccc(-c2nc3ccc(C)cn3c2NCc2ccccc2)cc1SC1CCCCC1	-10.1	24.2	-0.7	-0.3	93.6*	.	-14.1	.	-4.5
CS(=O)(=O)Nc1ccccc1C(=O)Nc1ccccc1C(=O)N1CCCC1	-2.1	-6.1	2.4	0.7	-10.8	-17.5	5.0	3.8	-2.7
CCCS(=O)(=O)NC(=O)C1(C)CCCN(C(=O)c2cc(C)n(C(C)(C)C)n2)C1 (stereo not drawn)	.	1.5	.	.	.	4.6	-0.1	1.6	-0.8
CC1(C)Cc2ccccc2C(NNC(=O)c2ccncc2)=N1	-12.3	-24.6	0.5	-0.8	-12.8	-3.3	7.1	7.7	-1.7
O=[N+]([O-])c1ccccc1NCc1ccc(Cl)cc1	-10.8	.	-0.8	-1.8	-12.1	8.9	.	1.9	.
Cc1cccc(C)c1NC(=O)COC(=O)c1cc(-c2cccnc2)nc2ccccc12	-9.8	-1.6	1.3	0.6	-11.9	21.8	-1.9	6.7	-2.5
CCc1ccc2[nH]c(=O)c(CN(Cc3ccccc3)C(=O)Nc3ccccc3OC)cc2c1	-4.0	-8.4	0.7	-0.9	-35.7	35.2	-0.3	5.1	-3.4
Cc1cc(C)n2nc(C(=O)OCC(=O)c3cc(C)n(CC4CCCO4)c3C)nc2n1 (stereo not drawn)	2.0	-9.5	-0.9	1.1	-4.0	-0.8	10.7	1.2	-3.3
CCC(NC(=O)c1cccc(Cn2cc([N+](=O)[O-])cn2)c1)c1ccc(C(C)C)cc1 (stereo not drawn)	-6.0	18.9	3.0	1.7	-17.6	14.5	-11.6	0.0	-6.8
O=C(COC(=O)CNS(=O)(=O)c1ccc2ccccc2c1)Nc1ccccc1Sc1ccccc1	-5.0	-8.5	3.2	1.2	2.9	14.0	7.6	8.2	-4.8
Cc1cccc(OCCC(=O)Nc2ccc(F)c(Cl)c2)c1	-8.0	5.4	1.3	-3.0	-18.9	9.0	2.1	0.4	-6.0
Cc1ccc(S(=O)(=O)N(CC(=O)Nc2cccnc2)c2ccccc2C)cc1	-13.3	-9.5	3.1	0.7	-8.0	0.0	8.3	8.1	-4.5
Oc1ccccc1C1=NCCNC(C(F)(F)C(F)F)=C1	-4.0	-16.2	1.8	2.5	5.6	0.2	7.8	10.5	-1.4
O=C(Nc1ccccc1)NC1CS(=O)(=O)CC1O (stereo not drawn)	-15.2	-8.0	-0.6	1.1	1.1	6.5	9.2	0.7	-2.2
COc1ccc(C(=O)Nc2nnc(SCC(=O)NCC3CCCO3)s2)cc1OC (stereo not drawn)	-0.2	-7.8	0.3	1.0	7.2	9.5	5.3	0.2	-1.9
N#CCCN1CCN(Cc2ccccc2)CCC1=O	3.0	20.2	0.0	0.1	-3.4	-5.8	-8.4	10.1	-3.0
COC(=O)C(CCCCN1C(=O)C2C3C=CC(C3)C2C1=O)N1C(=O)C2C3C=CC(C3)C2C1=O (stereo not drawn)	-4.0	-3.9	0.2	0.7	-12.4	4.5	7.5	19.8	-3.6
CC1(C(=O)O)CCCN1C(=O)c1cccc(F)c1 (stereo not drawn)	.	-22.1	.	.	.	1.2	13.5	0.5	1.0
O=C(O)c1ccc(N=NN2CCCCCC2)cc1	-7.6	4.1	0.9	0.6	-0.7	-8.8	-1.7	1.4	-3.0
Cn1c(-c2c(N)n(CCc3ccccc3)c3nc4ccccc4nc23)nc2ccccc21	-5.8	14.7	2.3	1.9	-3.8	.	-3.7	.	-0.8
COc1ccc(N(C(=O)CNC(=O)c2ccco2)C(C(=O)NCC2CCCO2)c2ccccc2)cc1Cl (stereo not drawn)	-1.1	-3.1	-0.9	-2.2	-39.6	21.3	-4.4	14.0	-5.1
CCC(C)(C)NC(=O)c1cccc(NC(=O)C(C)C)c1	-7.5	-5.3	1.9	0.7	0.1	6.7	8.5	3.2	-4.8
C=CCn1c(COc2cccc3ccc(C)nc23)nnc1SCC(=O)OC	-11.0	-14.2	0.3	-0.9	5.2	-14.7	9.1	8.9	3.0
Cn1c(SCC(=O)c2ccccc2)nnc1-c1cccc(N)c1	-14.5	-6.2	0.6	0.1	-12.3	1.3	1.5	5.5	-4.6
COc1cc(OC)cc(C(=O)OCC(=O)Nc2cccc(S(=O)(=O)NC3=NCCCCC3)c2)c1	-4.5	-9.5	8.9	6.5	-26.2	11.7	-5.6	6.8	-3.0
CCOC(=O)c1sc(N)c(C(=O)Nc2ccccc2)c1C	-7.1	-13.8	5.2	-0.8	-0.8	-4.0	11.1	11.7	-1.3
CC1CCC2(CC1)NC(=O)N(CC(=O)N1CCN(C(=O)c3ccco3)CC1)C2=O (stereo not drawn)	2.4	-14.2	0.0	1.9	-5.3	-4.1	10.2	1.2	-0.1
O=C(O)CC(c1cccc(Cl)c1)n1cccc1 (stereo not drawn)	-6.8	-35.4	0.3	-0.3	-6.0	16.0	16.9	5.7	0.0
Cc1cc2cc(CNC(=O)c3ccc(S(=O)(=O)N4CCCCC4)cc3)ccc2n1C	-6.0	12.6	1.4	0.9	-5.6	7.9	-13.1	3.8	-10.6
CC(Oc1ccc(Cl)cc1Cl)C(=O)Nc1ccc(OCC(=O)O)cc1 (stereo not drawn)	-13.2	-9.9	0.2	-0.4	0.7	0.9	10.6	11.6	-5.2
CC(C)CC1C(=O)N(Cc2cn(CC3CCCCC3)nn2)CCS(=O)(=O)N1Cc1ccc(-c2cccc(C#N)c2)cc1 (stereo not drawn)	.	-4.5	.	.	.	-13.4	4.2	-0.1	-3.7
Cc1nn(CC(O)CN2c3ccccc3Sc3ccccc32)c(C)c1Br (stereo not drawn)	-15.5	4.2	-0.2	4.9	-5.4	14.4	-2.3	3.5	-1.7

Entries listed so far containing a Cl atom (5):
SMILES	OXTR potentiate	CHRM1 antagonist	V1R ag counter	OXTR agonist	CHO parental Ca	TAAR1 antagonist	CHRM1 PAM	TAAR1 ag	M1 ag
O=[N+]([O-])c1ccccc1NCc1ccc(Cl)cc1	-10.8	.	-0.8	-1.8	-12.1	8.9	.	1.9	.
Cc1cccc(OCCC(=O)Nc2ccc(F)c(Cl)c2)c1	-8.0	5.4	1.3	-3.0	-18.9	9.0	2.1	0.4	-6.0
COc1ccc(N(C(=O)CNC(=O)c2ccco2)C(C(=O)NCC2CCCO2)c2ccccc2)cc1Cl (stereo not drawn)	-1.1	-3.1	-0.9	-2.2	-39.6	21.3	-4.4	14.0	-5.1
O=C(O)CC(c1cccc(Cl)c1)n1cccc1 (stereo not drawn)	-6.8	-35.4	0.3	-0.3	-6.0	16.0	16.9	5.7	0.0
CC(Oc1ccc(Cl)cc1Cl)C(=O)Nc1ccc(OCC(=O)O)cc1 (stereo not drawn)	-13.2	-9.9	0.2	-0.4	0.7	0.9	10.6	11.6	-5.2

Next part:
SMILES	OXTR potentiate	CHRM1 antagonist	V1R ag counter	OXTR agonist	CHO parental Ca	TAAR1 antagonist	CHRM1 PAM	TAAR1 ag	M1 ag
O=C(c1cccc2nccnc12)N1CCCC(Nc2ccc(F)c(F)c2)C1 (stereo not drawn)	-0.5	-7.0	1.4	0.9	-2.2	-3.0	7.0	0.2	-3.5
COc1ccc(-n2c(-c3ccccc3)cc3c2CCCC3=O)cc1	-2.5	-12.2	-1.3	-1.5	-32.2	.	-3.3	.	-9.7
CCc1ccc2c(c1)C(c1ccc([N+](=O)[O-])cc1)=NNC(c1ccc(C)cc1)=N2	0.4	3.5	-0.3	-1.1	-21.6	-0.9	-0.6	5.1	-7.7
Cc1ccccc1C(=O)N[C@H](C(=O)OCC(=O)c1ccc[nH]1)C(C)C	-10.6	-4.2	-0.8	-0.8	-9.6	-4.8	8.0	7.2	-5.9
Cc1ccc2cc(/C=C3\N=C(c4ccccc4)OC3=O)c(N3CCOCC3)nc2c1	-10.1	.	0.6	0.2	-6.6	-24.6	.	1.1	.
COc1ccc(S(=O)(=O)N2CCCC2C(=O)Nc2ccc(C)cc2)cc1 (stereo not drawn)	-18.4	-15.4	-0.3	-1.7	-36.3	-6.9	5.7	2.0	1.3
C[C@@H]1CN([C@H](C)CO)S(=O)(=O)c2ccc(C#C[C@@H](C)O)cc2O[C@@H]1CN(C)Cc1ccc(-c2ccccc2)cc1	.	-2.7	.	.	.	-12.7	-0.8	-0.9	-3.4
COc1ccc(-c2ccc(SCC(=O)c3cccs3)nn2)cc1	-15.9	6.2	0.1	-1.9	-16.4	25.6	0.3	2.7	-1.4
C=CCN(c1ccccc1)S(=O)(=O)c1cccc(C(=O)NC2CCC(O)CC2)c1 (stereo not drawn)	-1.6	0.3	0.9	-1.1	-7.4	-3.2	6.9	1.2	-3.9
CCCCn1c(NCc2ccccc2NS(=O)(=O)c2ccc(C)cc2)nc2ccccc21	-14.5	-28.1	0.7	-0.8	-6.2	-4.4	-2.9	8.4	0.5
Cc1cccc(-n2cnc(C(=O)NC3CCCCCC3)c2)n1	-5.5	-13.4	-0.7	-1.4	-7.0	-10.0	6.4	11.7	-4.7
CC1=C(SCCC#N)S/C(=C2\SC(C)=C(SCCC#N)S2)S1	-6.2	-4.8	0.1	-0.5	-4.4	23.0	-0.3	4.1	-6.7
